Keap1-Nrf2 PPI – Keap1-Nrf2 (human) interaction inhibition; Keap1 Kelch-Nrf2 peptide fluorescence polarization, 1536-well; inhibition, % at 9.4 µM; 340,000 tested, 0.15% active; AID 504523; in the data active = inhibition above about 12%;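 also: human Keap1 Kelch domain with fluorescein labeled Nrf2 9mer peptide probe; 0% = neutral control wells and 100% = peptide positive control; higher means more block of Keap1 binding to Nrf2 peptide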
CDK5 p35 inh – blocks human CDK5/p35 kinase activity; inhibition, % at 10 µM; Recombinant CDK5/p35, ADP-Glo luminescence, 60 min; Q00535+Q15078; 330,000 tested, 0.01% active;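 active = highest replicate inhibition of at least 50% and at least 75% of replicates reaching 50%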;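 also: plate controls were DMSO neutral control for no effect and GW8510 at 10 µM for full effect; many of its hits are not listed in these tables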
Cardiac RTF inh – cardiac RTF calcium desensitization; 340,000 tested, 0.12% active; inhibition, % at 7.15 µM; IANBD-labeled cardiac RTF, Ca2+ fluorescence;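 active = inhibition above the mean inhibition of all tested compounds plus 3 SD, cut at about 17% in these data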;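 also: assay run at fixed EC70 calcium of 1.6 mM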
dFosB activator – activators of mouse delta FosB homodimer | P13346 | purified delta FosB, TAMRA-CDK5 oligo fluorescence polarization; percent of positive-control signal above neutral wells | activation, % at 25 µM | 340,000 tested, 0.99% active;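 active = mean activation above about 17%, with every replicate also reaching it, limit read from the data, passing the limit was not always enough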;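 also: fluorescence polarization rise as delta FosB binds a TAMRA Cdk5 AP-1 oligo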
Target sequence (P13346 whole entry, looked up): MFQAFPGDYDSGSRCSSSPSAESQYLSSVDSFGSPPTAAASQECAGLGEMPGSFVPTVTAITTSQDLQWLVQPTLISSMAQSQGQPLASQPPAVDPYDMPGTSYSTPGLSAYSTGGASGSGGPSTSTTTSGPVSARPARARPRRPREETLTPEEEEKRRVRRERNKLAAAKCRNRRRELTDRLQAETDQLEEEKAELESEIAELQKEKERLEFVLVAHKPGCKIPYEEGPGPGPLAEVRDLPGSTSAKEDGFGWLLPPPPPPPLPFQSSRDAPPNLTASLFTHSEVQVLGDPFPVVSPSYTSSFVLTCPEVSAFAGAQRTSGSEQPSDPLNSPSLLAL
C-LANA FP – KSHV C-LANA DNA binding inhibition. MBP-C-LANA/FAM-LBS DNA binding, fluorescence polarization. inhibition, % at 9 µM. 340,000 tested, 0.078% active. AID 504423;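 active = highest replicate inhibition at or above 60% at 9 µM, even if other replicates fall short; inactive = all replicates below 60% inhibition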;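 also: 0% = neutral control wells and 100% = 4 µM acridine orange control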
PvdQ inh – P. aeruginosa PvdQ acylase inhibition; purified PvdQ acylase, fluorescence plate reader; inhibition, % at 10 µM; 340,000 tested, 0.063% active; AID 488965; in the data active = inhibition above about 30%, passing the limit was not always enough;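 also: 0% = vehicle neutral wells and 100% = reference inhibitor wells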
SUMO Mot1 rescue – inhibitors of SUMOylation pathway: yeast Mot1-301 growth rescue; growth rescue, % at 18.8 µM; AID 2716; S. cerevisiae Mot1-301 growth rescue, ATP luminescence, 38.5C; percent above DMSO median, 100 means doubled; 320,000 tested, 1% active;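 active = every valid replicate shows activation above 250% relative to neutral control wells; inactive = the rest, any valid replicate at or below 250%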;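 also: OY570 slx delta 5 strain wells were the positive control but not used for scaling; some compounds called inactive have numbers as strong as hits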
PfHsp90 yeast 2 – reduces growth (ATP signal) of yeast expressing P. falciparum Hsp90; S. cerevisiae expressing PfHsp90, BacTiter-Glo ATP, 48 h; yeast lacking PDR1 and PDR3 efflux regulators; 310,000 tested, 0.32% active; inhibition, % at 9.4 µM;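 active = every replicate shows inhibition above about 80%, whatever the replicate mean, limit read from the data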;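 also: 0% = DMSO neutral controls and 100% = 20 µM radicicol positive controls; yeast relying on Plasmodium falciparum Hsp90 in place of its own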
cardiac RTF act – cardiac RTF calcium sensitization; P19429+P45379; 340,000 tested, 0.24% active; IANBD-labeled TnC RTF fluorescence at EC20 calcium; 0% EC20 calcium, 100% full calcium; activation, % at 7.2 µM;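 active = activation above the mean over all tested compounds plus 3 SD, cut at about 30% in these data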;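 also: rise in fluorescence read as greater calcium sensitivity of cardiac thin filaments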
Rtt109 Vps75 – inhibitors of Candida albicans Rtt109/Vps75 histone acetyltransferase | Q5AAJ8 | purified Rtt109/Vps75, ThioGlo CoA-SH fluorescence, 4 h | inhibition, % at 34.9 µM | 330,000 tested, 0.16% active | AID 540336;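 active = inhibition of at least 50% in every replicate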
Target sequence (Q5AAJ8 whole entry, looked up): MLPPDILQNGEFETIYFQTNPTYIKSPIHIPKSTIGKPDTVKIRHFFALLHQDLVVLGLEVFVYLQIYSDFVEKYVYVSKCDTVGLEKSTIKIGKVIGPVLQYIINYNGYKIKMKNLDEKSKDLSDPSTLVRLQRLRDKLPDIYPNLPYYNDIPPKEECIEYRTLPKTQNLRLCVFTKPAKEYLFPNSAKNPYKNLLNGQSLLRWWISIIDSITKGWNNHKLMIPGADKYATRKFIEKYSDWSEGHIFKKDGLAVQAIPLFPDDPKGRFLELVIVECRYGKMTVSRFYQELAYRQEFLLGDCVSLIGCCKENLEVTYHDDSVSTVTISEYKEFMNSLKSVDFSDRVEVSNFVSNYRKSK
NSD2 inh – NSD2 (human) methyltransferase inhibition; O96028; NSD2 peptide methylation, AlphaScreen, 120 min; inhibition, % at 12.5 µM; 310,000 tested, 0.54% active; AID 743445; in the data active = inhibition above about 50%
An asterisk follows results filed as active; i = inactive; x = not tested or not shown.

SMILES | Keap1-Nrf2 PPI | CDK5 p35 inh | Cardiac RTF inh | dFosB activator | C-LANA FP | PvdQ inh | SUMO Mot1 rescue | PfHsp90 yeast 2 | cardiac RTF act | Rtt109 Vps75 | NSD2 inh
O=C(O)CCCC(=O)Nc1ccc(C(=O)N2CCCCC2)c(Cl)c1 | -8 | -1.4 | 0 | -4 | 0.7 | -12 | 488 | 6 | -2 | -5 | -4
Cc1ncsc1CCOC(=O)C1C2CC3CC(C2)CC1C3 (configuration not stated) | -5 | 0.5 | 0 | 1 | 0.2 | -2 | 3 | -20 | -2 | 10 | -5
CN(C)C(=O)CCc1ccc2c3c([nH]c2c1)[C@]1(C)[C@@H](C(=O)N2CCOCC2)C[C@H](CC(=O)NCCC2=CCCCC2)C(=O)N1CC3 | -3 | 3.2 | -2 | -10 | -0.2 | -8 | x | -29 | -3 | 0 | x
O=[N+]([O-])c1cc([N+](=O)[O-])c(Oc2cncc(Cl)c2)cc1NC1CCCCCCC1 | -1 | -0.3 | -9 | -4 | 0.2 | -13 | -1 | 8 | -3 | -5 | x
O=C(Cn1c(=O)oc2cc(S(=O)(=O)N3CCCCCC3)ccc21)NC1CCCCC1 | -4 | -1.8 | -8 | -6 | 1.1 | 12 | -12 | -21 | 0 | -26 | x
O=C(NCC(=O)N1CCN(S(=O)(=O)c2ccccc2)CC1)c1ccc(Br)o1 | -1 | -0.3 | 2 | 0 | -0.5 | -8 | 34 | 8 | 7 | -5 | 17
O=C(NC1CCN(S(=O)(=O)c2ccccc2)CC1)C1CCCCC1 | 5 | 1.8 | -13 | -1 | 0.1 | -5 | 6 | -1 | 0 | -1 | -1
COc1cc(NC(=S)N2CCC(C(N)=O)CC2)cc(OC)c1 | 5 | 2.4 | -1 | -4 | -0.1 | -7 | -2 | 9 | -2 | -5 | -2
Cc1ccc2cc(C)c(SCC(=O)Nc3ccc(S(=O)(=O)N4CCCC4)cc3)nc2c1 | 1 | 0.5 | 0 | -11 | 0.6 | 2 | -4 | -4 | -3 | 2 | -3
C#CC1(NC(=O)NC(=O)c2c(F)cccc2F)CCCCC1 | -1 | 0.7 | -4 | 3 | -0.6 | -12 | -10 | 0 | 2 | 3 | -1
CC(C)(C)CC(=O)Nc1cc(S(=O)(=O)N2CCCCCC2)ccc1Cl | -4 | -0.8 | 2 | -2 | -0.7 | 17 | 11 | 4 | 7 | 9 | x
Cc1n[nH]c(C)c1S(=O)(=O)N(CC(=O)NC1CCCC1)c1ccc(C(C)C)cc1 | 0 | 1.7 | 4 | -11 | 0.4 | 7 | 634* | -9 | -2 | 17 | x
CCc1nnc(NC(=O)CN2CCN(c3ccccc3OC)CC2)s1 | -4 | -1.3 | -4 | 2 | -0.4 | -6 | 15 | 20 | 5 | -4 | 0
Cc1cc(C)cc(NC(=O)N2CCNC(=O)C2CC(=O)Nc2cc(Cl)ccc2Cl)c1 (configuration not stated) | -1 | -0.7 | -6 | -10 | -1.6 | -5 | -4 | -35 | -2 | -4 | x
Cc1cc(C)n2nc(SCC(=O)c3cccs3)nc2n1 | -2 | 1.9 | -7 | -6 | -0.9 | -6 | -5 | x | 4 | 3 | -1
CCN(Cc1ccc(NC(C)=O)cc1)CC1CCCN(CCc2cccc(F)c2)C1 (configuration not stated) | -3 | -0.7 | -5 | 3 | -0.6 | 1 | 6 | 8 | -9 | -8 | 24
CCCCNC(=O)NS(=O)(=O)c1ccc(NC(=O)CCC(=O)c2cccs2)cc1 | 6 | 0.2 | -13 | -8 | 2.5 | -2 | 3 | 5 | -5 | -3 | 1
COc1cccc(CN(C)CC(=O)NCc2ccccc2Cl)c1 | 1 | -1.9 | -6 | 4 | -0.3 | -9 | 227 | 18 | 1 | 6 | x
NC(=O)c1ccccc1NC(=O)COC(=O)CSCc1cccc(Cl)c1 | -1 | 1.3 | -2 | -9 | -2.5 | -6 | 11 | 14 | 2 | -4 | -5
COc1ccc(NC(=O)CN(C)C(=O)c2cc3c(s2)CCCCC3)cc1 | 2 | -5.0 | -6 | -20 | 0.9 | -6 | 19 | 17 | -4 | -4 | 1
COC(=O)CN(c1cc([N+](=O)[O-])ccc1OC)S(C)(=O)=O | 3 | 0.5 | -5 | 4 | 0.1 | -12 | -11 | -3 | 0 | 14 | 5
C/C(=N\NC(=O)c1ccncc1)c1cccnc1 | 0 | 0.3 | 1 | 4 | -1.0 | -14 | -24 | -8 | 0 | 4 | -1
CSc1ccc(/C=C(\NC(=O)c2ccccc2)C(=O)NN)cc1 | -7 | 0.0 | 2 | -7 | -0.3 | -8 | 283 | 1 | -3 | 3 | 3
S=c1[nH]nc(COc2cccc3ccccc23)n1Cc1ccccc1 | -6 | 1.1 | -3 | -9 | -0.3 | -10 | -9 | -18 | 8 | 2 | -1
CCOc1ccc(S(=O)(=O)Nc2ccc(C(=O)N3CCC3)cc2)cc1 | 1 | 0.4 | -2 | -8 | 0.1 | 15 | 5 | x | 4 | 2 | 0
(more compounds)
SMILES | Keap1-Nrf2 PPI | CDK5 p35 inh | Cardiac RTF inh | dFosB activator | C-LANA FP | PvdQ inh | SUMO Mot1 rescue | PfHsp90 yeast 2 | cardiac RTF act | Rtt109 Vps75 | NSD2 inh
CN1CCOCCOc2ccccc2OCCOCC1 | -3 | 0.9 | -1 | -8 | -1.0 | 9 | 8 | -5 | 0 | -7 | 3
COc1ccc(-n2cnc3cc(NS(=O)(=O)c4ccc(C)cc4)ccc32)cc1 | -2 | -2.0 | 0 | 3 | 0.7 | -11 | 10 | x | 0 | -3 | x
CCCn1c2ccc(C)cc2c2n[nH]c(=S)nc21 | -7 | 3.2 | -7 | -4 | 1.6 | 12 | -17 | -10 | -4 | 0 | 26
O=C(CSc1ccc([N+](=O)[O-])cc1)Nc1ccccc1N1CCOCC1 | 0 | -2.9 | 4 | -4 | 2.0 | -6 | 3 | -22 | -1 | 1 | 4
CCn1c(SCc2cccc(F)c2)nc2c(c1=O)SCC2 | -4 | -0.2 | -11 | -8 | -0.7 | 11 | 1 | -5 | -4 | 9 | 5
CCOc1ccc(-n2c(SCC(=O)Nc3ccc(C(=O)O)cc3)nc3ccccc3c2=O)cc1 | -1 | -0.7 | -1 | -15 | 0.4 | -14 | 1 | -8 | 2 | x | 3
CCOc1ccc(NC(=O)CC2NCCNC2=O)cc1 (configuration not stated) | -5 | 0.4 | -17 | 2 | -1.8 | 3 | 7 | 19 | 11 | -11 | 2
Cc1cc(/C=N/NC(=O)Cn2c3ccccc3c(=O)c3ccccc32)c(C)n1-c1ccccc1 | -8 | -0.9 | -5 | -3 | -1.2 | -16 | -5 | -87 | -2 | 12 | -2
CCSC1=NCCN1C(=O)c1ccc(S(=O)(=O)N(CC)CC)cc1 | -1 | 0.1 | -8 | 0 | -0.5 | -9 | -10 | -7 | -6 | -3 | -1
O=C(CSc1ccccc1)N1CCc2ccccc21 | -1 | 1.5 | -12 | -3 | -1.6 | 3 | 42 | 10 | -2 | -12 | -4
CCCC(=O)Oc1ccc(C2NC(=O)c3ccccc3O2)cc1OC (configuration not stated) | 9 | -0.9 | 1 | -5 | -1.7 | -3 | -8 | 8 | -3 | 2 | -3
CC(=O)Nc1ccn(Cc2c(F)cccc2Cl)n1 | 0 | 0.7 | -2 | -10 | 2.4 | -12 | 32 | 12 | 8 | 5 | 2
Cc1c(C(=O)NC2CCOC2)oc2c(F)cccc12 (configuration not stated) | -4 | -1.4 | -2 | -7 | 1.6 | -11 | 10 | -26 | 2 | 4 | -3
COc1ccc2oc(=O)c(N3C(=O)c4ccccc4C3=O)cc2c1 | 1 | -5.3 | 4 | 12 | -2.9 | -5 | -5 | -23 | 0 | -3 | 0
COCCNC(=O)C(C(=O)c1ccc(F)cc1)n1cc(C)ccc1=O (configuration not stated) | 0 | -3.8 | -9 | -1 | -1.1 | -5 | -8 | -12 | 3 | 14 | 2
COc1cccc(Cn2nc(C(=O)O)c3ccccc3c2=O)c1 | -2 | 0.7 | -2 | -13 | -0.6 | 0 | -18 | -6 | 1 | 3 | -1
C=CCc1cccc(CNc2nc3ccccc3n2CCN2CCOCC2)c1O | 0 | -0.9 | 4 | -8 | 1.7 | 3 | -16 | x | -6 | -13 | 0
C=CCSc1nnc(NC(=O)C2CC(=O)N(c3ccc4c(c3)OCCO4)C2)s1 (configuration not stated) | 1 | 2.0 | -2 | -7 | -2.0 | 13 | -9 | -4 | -3 | 19 | 0
Cc1ccc([N+](=O)[O-])cc1N/C=C1\CCc2ccccc2C1=O | -1 | x | -4 | -6 | -0.5 | -1 | i | -2 | -3 | -6 | 3
Cc1c(C(=O)N2CCCC2)sc(NC(=O)c2ccccc2)c1C#N | -1 | -0.7 | -16 | -16 | 0.4 | -4 | 9 | 8 | 6 | 2 | 4
CCN(CC(=O)Nc1c(F)cccc1F)C(=O)CNC(=O)c1cccs1 | -4 | 1.5 | 5 | 3 | 0.1 | -7 | -2 | 8 | -4 | 0 | 0
O=C(Cn1cc(C(=O)c2ccco2)c2ccccc21)NC1CC1 | 1 | 0.9 | 10 | -3 | 0.6 | -10 | -19 | 10 | 1 | 0 | 0
COc1ccc2c(CC(=O)N(C)CC3COc4ccccc4O3)coc2c1 (configuration not stated) | -4 | 0.2 | 0 | 2 | -1.2 | -6 | -1 | x | -1 | -1 | 3
Cc1ccc(NC(=O)c2sccc2-n2cccc2)c(C)c1 | -2 | -0.5 | 3 | -3 | -0.7 | -14 | -11 | 64 | -1 | 12 | -3
O=C(O)c1cc(-c2ccncc2)nc2ccc(S(=O)(=O)N3CCOCC3)cc12 | 0 | -0.5 | -2 | -10 | 1.1 | 4 | -16 | 13 | 4 | 16 | 0
Other records
SMILES | Keap1-Nrf2 PPI | CDK5 p35 inh | Cardiac RTF inh | dFosB activator | C-LANA FP | PvdQ inh | SUMO Mot1 rescue | PfHsp90 yeast 2 | cardiac RTF act | Rtt109 Vps75 | NSD2 inh
CCC(=O)N1N=C(c2cccc(NS(C)(=O)=O)c2)CC1c1cccs1 (configuration not stated) | 0 | -1.3 | -9 | -6 | -0.5 | -3 | -18 | -6 | 2 | 0 | -1
N#CC(C#N)=CNc1cccnc1 | -3 | -1.0 | 0 | 2 | -1.7 | 13 | -15 | 0 | 0 | 43 | -3
COc1ccc(OC)c(CN2CCN(CC(=O)Nc3ccccc3C(=O)NC3CC3)CC2)c1 | 3 | 0.4 | 0 | -1 | 1.3 | -14 | -14 | x | 4 | 1 | x
Cn1c(SCc2cccc(F)c2)nnc1-c1ccccn1 | -4 | 1.5 | 1 | -4 | -1.2 | 11 | 70 | 8 | -1 | -2 | x
C=CCn1c(SCC(=O)Nc2ccc(N3CCOCC3)cc2)nnc1-c1ccco1 | -5 | 2.9 | -5 | -7 | -0.8 | -7 | -27 | 9 | -4 | 3 | -1
C=CCn1sc(=N)c(C#N)c1N | -6 | 0.0 | -9 | -5 | -1.2 | 0 | 2 | -3 | 8 | 16 | 0
CC(C)(C)c1ccc(C(=O)N2CCC(NC(=O)c3ccccc3)CC2)cc1 | 2 | -0.9 | 0 | -4 | -1.1 | -11 | -3 | -4 | 1 | -16 | 28

Screening data: PubChem BioAssay, several laboratories

Rows were taken by chance. Share with any hit: about 3.2%.
